High-throughput results: PubChem BioAssay, National Center for Advancing Translational Sciences (NCATS)
IL1B secr inh – qHTS for Inhibitors of Inflammasome Signaling: IL-1-beta AlphaLISA Primary Screen; hit rate 4.7% among 360,000; THP-1 LPS/ATP IL-1B secretion, AlphaLISA, 16 h; active compounds read low; activity change, % at 57.5 µM; in the data active = activity change below about -50%; inconclusive = mostly about -30% to -49%; also: % is scaled to controls: 0 for no effect and ±100 for the full control effect
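Secreted IL-1B measured by AlphaLISA bead assay after 16 h compound exposure of THP-1 cells; compounds (final up to 57.5 uM) added 1 h before LPS (250 ng/mL) and ATP (1.25 mM) stimulation; lower signal means less secretion.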
TGFb inhibitor – qHTS for Inhibitors of TGF-b; HepG2 CAGA-GFP TGF-b/SMAD3 reporter, GFP fluorescence, 18 h; TGF-beta stimulated, 500 pg/mL final; Potency, µM (series often up to 46.1 µM), for the others: at the top dose activity, negative = inhibition, actives largely listed as inhibitors; hit rate 1.2% among 410,000; also: potency is read from the fitted curve at half-maximal effect; % is scaled to controls: 0 for no effect and ±100 for the full control effect; nearly all actives have a fitted effect of over 65% in size
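Per well, imaged GFP fluorescence of HEPG2 CAGA-GFP cells gives the signal; cells get compound, then TGF-beta (500 pg/mL final), 18 h at 37 degrees C; %Activity versus -TGF-beta and +DMSO controls.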
Nrf2 ARE act – qHTS of Nrf2 Activators | hit rate 0.31% among 410,000 | Potency, µM (titrated, usually from 46.1 µM), inactives show at the top dose activation, most hits filed as activators | AREc32 ARE-luciferase reporter (MCF7-derived line), luminescence, 24 h; also: potency is read from the fitted curve at half-maximal effect; % of control where 0% means no effect; nearly all actives have a fitted effect of over 65% in size
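ARE activation measured as luciferase luminescence (Steady-Glo, 30 min RT) in AREc32_Fluc cells after 24 hr compound exposure at 37 deg C, 5% CO2; cells seeded overnight at 1000/well in OPTI-MEM, 5% FBS.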
ATXN2 expr inh – Primary qHTS for Inhibitors of ATXN expression | HEK-293 ATXN2-luciferase reporter, luminescence, 24 h | Potency, µM (highest dose often 57 µM), for the others: at the top dose activity change, negative = inhibition, hits mostly inhibitors | hit rate 0.72% among 360,000; also: potency is read from the fitted curve at half-maximal effect; % is scaled to controls: 0 for no effect and ±100 for the full control effect; nearly all actives have a fitted effect of over 55% in size
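ATXN2-luciferase reporter cells (luciferase flanked by upstream and downstream ATXN2 gene portions) were treated 24 h at 37 °C with compounds at up to 57 uM. SteadyGlo luminescence gave expression; GF-AFC fluorescence gave viability.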
HepG2 tox – qHTS for Inhibitors of TGF-b: Cytotox Counterscreen; HepG2 CAGA-GFP viability, ATP luminescence, 18 h; Potency, µM (top dose mostly 46.1 µM), without a hit: top-dose activity change, negative = cytotoxicity, most hits filed as cytotoxic; hit rate 0.76% among 410,000; AID 588856, 2011; also: potency is read from the fitted curve at half-maximal effect; some results filed as inactive show a strong effect at the top dose
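CellTiter-Glo luminescence gave cytotoxicity after 18 hours at 37 degrees C. The cells were HepG2 CAGA-GFP in 1% FBS DMEM, stimulated with 500 pg/mL TGF-beta after compound addition. %Activity was normalised to no-cell wells (complete cell-killing) and DMSO (no toxicity), and curves were fitted and classified.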
A549 viability – Nrf2 qHTS screen for inhibitors: counterscreen for cytotoxicity; A549 ARE-Fluc cells, CellTiter-Fluor viability, 18-24 h; Potency, µM (titrated, usually from 46 µM), for inactives: at the top dose activity change, negative = cytotoxicity, hits mostly inhibitors; hit rate 0.16% among 390,000; AID 504648, 2011; also: potency is read from the fitted curve at half-maximal effect; % is scaled to controls: 0 for no effect and ±100 for the full control effect
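Cytotoxicity counterscreen: CellTiter-Fluor fluorescence was measured in A549 ARE_Fluc cells after 18-24 h of compound exposure in a concentration series. The subsequent BugLite luminescent read reports ARE-luciferase activity.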
MCF10A rerep – A quantitative high throughput screen for small molecules that induce DNA re-replication in MCF 10a normal breast cells; Potency, µM (highest dose often 46.1 µM), inactives show top-dose activity, positive = re-replication, actives largely listed as activators; AID 624296, 2012; hit rate 2.9% among 350,000; MCF 10A DNA re-replication, Hoechst nuclear intensity, 48 h; also: potency is read from the fitted curve at half-maximal effect; % of control where 0% means no effect; nearly all actives have a fitted effect of over 50% in size
Nrf2 inh – Nrf2 qHTS screen for inhibitors; A549 ARE-Fluc reporter, luciferase luminescence, 18-24 h; Potency, µM (doses to about 46 µM), inactives show top-dose activity change, negative = inhibition, usual class: inhibitors; hit rate 2.1% among 360,000; AID 504444, 2011; also: potency is read from the fitted curve at half-maximal effect; % is scaled to controls: 0 for no effect and ±100 for the full control effect; nearly all actives have a fitted effect of over 60% in size
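In this cell-based qHTS, ARE-driven firefly luciferase in A549 cells reports Nrf2 activity; the luminescent signal after BugLite lysis is the measured value, with a prior CellTiter-Fluor read for cell health.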
S2 tox – Viability Counterscreen for Primary qHTS for Inhibitors of ATXN expression. hit rate 0.49% among 400,000. Potency, µM (titrated, usually from 56.7 µM), hits mostly cytotoxic. S2 cells (HEK-293 line with an ATXN2-luciferase reporter) viability, CellTiter-Fluor protease fluorescence, 24 h; also: potency is read from the fitted curve at half-maximal effect; nearly all actives have a fitted effect of over 40% in size
Starred values were filed as active, the others as inactive; i = inactive; ? = inconclusive; / = not tested or not shown; [ ] = dose if it differs, or a comment. Unless noted, calls follow the shape of the dose curve; as a rule, active = well fitted curve in the direction sought with a large enough effect; inconclusive = small, poorly fitted or top-dose-only effect, or another doubt; inactive = no such curve, though single readings can be large; an effect the other way counts as inactive or inconclusive.

cpd | Molecule | IL1B secr inh | TGFb inhibitor | Nrf2 ARE act | ATXN2 expr inh | HepG2 tox
1 | O=C(c1ccc(F)cc1)N1CCCCC(S(=O)(=O)c2ccccc2)C1=O (stereo not given) | 36 | -39% | -0.2% | 5% | -13%
2 | Cc1ccc(S(=O)(=O)N2CCN(C(=O)C3CC3C)CC2)c(C)c1 (stereo not given) | -17 | 20% | 0.1% | -5% | 0%
3 | COC(=O)Nc1ccc(S(=O)(=O)Nc2ncccn2)cc1 | -7 | ? | 0.5% | / | -9%
4 | NNC(=O)CN1C(CN2CCOCC2)=Nc2ccc(Br)cc2C1c1ccccc1 (stereo not given) | 15 | 7% | -0.5%[9.22 µM] | 0% | 2%
5 | O=C(Nc1ccccc1F)c1cccc(C(=O)Nc2ccccc2F)c1 | 8 | 12% | -0.3% | 41%[activator] | 4%
6 | FC(F)(F)c1cc(-c2ccccc2)nc(NC2CCCC2)n1 | 19 | -5% | 2.5% | -26% | -37%
7 | COc1ccc(N2CC(O)=C(c3n(C)c4ccccc4[n+]3C)C2=N)cc1 | 38 | 0% | -0.6% | 4% | -2%
8 | C=CCn1c(SCC(=O)NCCc2ccccc2)nnc1C(C)NC(=O)c1cccs1 (stereo not given) | 0 | ? | -0.7% | -1% | -16%
9 | Cc1cccc(C(C(=O)NC2CCCCC2)N(Cc2cccnc2)C(=O)c2csnn2)c1 (stereo not given) | 25 | 19% | 0.9% | 13% | 9%
10 | Cc1ccc(OCCn2cc(C(=O)c3ccco3)c3ccccc32)cc1C | / | 12% | 6.8% | -3% | -16%
11 | CCCNC(=O)N1C2=NC(C(=O)OC)=C(C(=O)OC)[C@@H]3N(Cc4ccccc4)c4ccccc4[C@]23C[C@H]1CO | 0 | 0% | 0.6% | 1% | -10%
12 | COc1ccc(C(C#N)c2cnccn2)cc1OC (stereo not given) | 18 | 18% | 3.6% | 3% | -3%

cpd | A549 viability | MCF10A rerep | Nrf2 inh | S2 tox
1 | -11% | 4% | / | i
2 | 0% | 15% | -2% | i
3 | 0% | 3% | 10% | i
4 | -21% | -13% | 1% | i
5 | -2% | -4% | 1% | i
6 | ? | 7.3µM* | ? | i
7 | -8% | -8% | 4% | i
8 | -6% | -4% | 21% | i
9 | -9% | -4% | -11% | i
10 | -11% | / | -16% | i
11 | -1% | 0% | -17% | i
12 | 3% | -7% | 1% | i

The listing continues:
cpd | Molecule | IL1B secr inh | TGFb inhibitor | Nrf2 ARE act | ATXN2 expr inh | HepG2 tox
13 | Brc1ccc(-c2nnc3sc(CN4CCC5(CC4)OCCO5)cn23)cc1 | -10 | -6% | 0.9% | 4% | -11%
14 | C/C(=N\NC(=O)c1ccn(C)n1)c1ccc(NC(=O)C2CCC2)cc1 | -2 | -10% | 1.2% | 3% | -15%
15 | OC1CN=C2CCCc3c2n(c2ccc(Cl)cc32)C1 (stereo not given) | ? | -4% | 3.2% | -12% | -47%
16 | NCCOc1ccccc1-c1ccccc1 | -2 | 0% | 0.3% | -8% | -10%
17 | CCOC(=O)N1CCN(S(=O)(=O)c2ccc(F)c(C(=O)Nc3ccc(C)c(Cl)c3)c2)CC1 | -70* | ? | 5.0% | -10% | -15%
18 | C[C@H](O)CC1=C[C@H](O)[C@@H](C)OC1=O | 16 | 0% | 0.0% | 0% | -2%
19 | COc1ccc(CCn2c(-c3cccc([N+](=O)[O-])c3)nc3nc4ccccc4nc32)cc1OC | 7 | -17% | 0.1% | -5% | -17%
20 | O=[N+]([O-])c1ccc(Cl)cc1CN1CCCCCC1 | 18 | -1% | -0.3% | -7% | -12%
21 | COc1ccc(S(=O)(=O)NNC(=O)Nc2ccccc2OC)c(OC)c1 | -3 | -5% | -1.7% | -11% | -21%
22 | CCn1cc(/C=N\NC(=O)c2cc(-c3ccccc3OC)nc3ccccc23)c(C)n1 | -2 | 3% | 5.7% | 10% | -14%
23 | COc1ccc(-n2cc(CN[C@H]3CCCCNC3=O)c(-c3cccc(F)c3)n2)cc1 | ? | ? | -0.2% | -4% | -32%
24 | O=C(CCCOc1ccccc1)Nc1ccc(S(=O)(=O)Nc2ccccn2)cc1 | 15 | 2% | 0.0% | -1% | -9%

cpd | A549 viability | MCF10A rerep | Nrf2 inh | S2 tox
13 | 7% | -1% | / | i
14 | 17% | -17% | -9% | i
15 | 5% | ? | -1% | i
16 | ? | 0% | 23% | i
17 | -1% | ? | ? | i
18 | -1% | -3% | -3% | i
19 | 2% | 4% | 0% | i
20 | 5% | ? | 3% | i
21 | 2% | 0% | -1% | i
22 | -5% | 1% | 12% | ?
23 | 0% | -6% | -2% | i
24 | 1% | 9% | 2% | i

The listing continues:
cpd | Molecule | IL1B secr inh | TGFb inhibitor | Nrf2 ARE act | ATXN2 expr inh | HepG2 tox
25 | CCCC(c1nnnn1Cc1ccc(OC)cc1)N1CCC(C(N)=O)CC1 (stereo not given) | -9 | -16% | 0.2% | -11% | -10%
26 | OC[C@H]1O[C@@H](c2nc(-c3ccc4[nH]ccc4c3)no2)[C@H](O)[C@@H](O)[C@H]1O | 28 | 11% | 0.0% | 4% | -4%
27 | CCOC(=O)C(=Nc1ccccc1)NO | 21 | ? | -0.6% | -12% | 8%
28 | COc1ccc(-c2nnc3cccc(Cl)n23)c(OC)c1 | 39 | -11% | 0.3% | 9% | 17%
29 | Fc1ccccc1NC(=S)NCCc1ccc(Cl)cc1 | ? | ? | -0.3% | 18% | -17%
30 | Cc1ccc(C(=O)OCN2C(=O)c3ccccc3C2=O)c(O)c1 | 8 | 5% | 0.2% | 0% | 4%
31 | O=C1C(NS(=O)(=O)c2cccs2)=C(N2CCN(Cc3ccccc3)CC2)C(=O)c2ccccc21 | 5 | 8.9µM* | -0.8% | / | 10µM*
32 | COc1ccccc1NS(=O)(=O)c1ccc(C)c(NC(=O)c2ccc(S(=O)(=O)N3CCCCCC3)cc2)c1 | -3 | -11% | -0.6% | -23% | -2%
33 | S=c1[nH]nc(-c2cc(-c3ccccc3)n[nH]2)n1/N=C/C=C/c1ccco1 | 13 | -5% | 11% | 19% | 4%
34 | Cc1ccc(S(=O)(=O)N(C)C[C@H]2Oc3cc(C#CC4CCCC4)ccc3S(=O)(=O)N([C@H](C)CO)C[C@H]2C)cc1 | -2 | ? | 0.1% | ? | -31%
35 | COc1cccc(-c2cc(-c3cccnc3)nc(N)c2C#N)c1 | ? | 25% | 3.9% | / | 11%
36 | C=CCn1c(NC(=O)c2ccco2)nc2ccccc21 | 21 | -1% | ? | -17% | 2%

cpd | A549 viability | MCF10A rerep | Nrf2 inh | S2 tox
25 | 3% | 0% | / | i
26 | / | / | / | i
27 | -3% | 1% | -8% | i
28 | 1% | 1% | 13% | i
29 | 2% | 0% | 12% | i
30 | 1% | 0% | -1% | i
31 | -17% | 13% | 4% | i
32 | 1% | 8% | ? | ?
33 | -18% | 0% | -10% | ?
34 | / | / | / | i
35 | -1% | ? | 9% | i
36 | -4% | 1% | 3% | ?

Quoted at random: four entries already listed
cpd | Molecule | IL1B secr inh | TGFb inhibitor | Nrf2 ARE act | ATXN2 expr inh | HepG2 tox
26 | OC[C@H]1O[C@@H](c2nc(-c3ccc4[nH]ccc4c3)no2)[C@H](O)[C@@H](O)[C@H]1O | 28 | 11% | 0.0% | 4% | -4%
6 | FC(F)(F)c1cc(-c2ccccc2)nc(NC2CCCC2)n1 | 19 | -5% | 2.5% | -26% | -37%
29 | Fc1ccccc1NC(=S)NCCc1ccc(Cl)cc1 | ? | ? | -0.3% | 18% | -17%
10 | Cc1ccc(OCCn2cc(C(=O)c3ccco3)c3ccccc32)cc1C | / | 12% | 6.8% | -3% | -16%

cpd | A549 viability | MCF10A rerep | Nrf2 inh | S2 tox
26 | / | / | / | i
6 | ? | 7.3µM* | ? | i
29 | 2% | 0% | 12% | i
10 | -11% | / | -16% | i

The listing picks up; the 2 compounds before the break are reprinted first.
cpd | Molecule | IL1B secr inh | TGFb inhibitor | Nrf2 ARE act | ATXN2 expr inh | HepG2 tox
35 | COc1cccc(-c2cc(-c3cccnc3)nc(N)c2C#N)c1 | ? | 25% | 3.9% | / | 11%
36 | C=CCn1c(NC(=O)c2ccco2)nc2ccccc21 | 21 | -1% | ? | -17% | 2%
37 | CCOc1ccc(CNCc2c(C(=O)O)c(C)n(Cc3ccc(C)cc3)c2C)cc1 | / | -2% | 2.0% | -2% | -3%
38 | CC(C)(C)c1ccc(CCC(CC(=O)O)CC(=O)O)cc1 | 21 | 14% | 2.4% | / | 14%
39 | Cc1c(C)c(C)c(CO/N=C/c2cccs2)c(C)c1C | ? | -7% | -0.7% | -12% | -25%
40 | CN(Cc1ccccc1)C(=O)NC1CCCCC1 | -7 | ? | -0.4% | 4% | 12%
41 | COc1ccccc1C(=O)NC(=O)CSc1nc2nc(C)cc(C)n2n1 | 11 | -7% | -0.3% | 0% | 1%
42 | COc1ccc(Nc2nc(N3CCN(C)CC3)nc3ccccc23)c(OC)c1 | ? | 10% | -0.5% | / | 5%
43 | Cc1ccc(/C=C/C2=NN(C)C(=O)CC2)cc1 | -18 | 14% | -0.2% | 37% | 10%

cpd | A549 viability | MCF10A rerep | Nrf2 inh | S2 tox
35 | -1% | ? | 9% | i
36 | -4% | 1% | 3% | ?
37 | 0% | / | 3% | i
38 | 2% | 2% | 13% | i
39 | 2% | -9% | ? | i
40 | 0% | 12% | -9% | ?
41 | 3% | 0% | 6% | i
42 | -11% | 21% | -10% | ?
43 | 19% | -50%[inhibitor] | ? | i
